SRC2 TRFRET art: TR-FRET signal artefacts, primary screen, artefact control for PPARgamma SRC-2 agonist project, biochemical; TR-FRET artefact counter-screen; active compounds read high; 0.4% of 200,000 active; TR-FRET ratio at 8 µM; in the data active means TR-FRET ratio above about 2000; further: inactives centre near 1500
PPARg SRC-3 ag: PPARgamma agonists recruiting SRC-3 coactivator, primary screen, biochemical; 0.26% of 200,000 active; biochemical PPARgamma/SRC-3 coactivator recruitment assay; AID 731, 2007; activation, % at 8 µM; Peroxisome proliferator-activated receptor gamma (Homo sapiens), P37231; in the data active means activation above about 23%;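 further: 0% = DMSO and 100% = reference agonist; some compounds past the cut are filed as inactive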
Target sequence (P37231 whole entry, looked up): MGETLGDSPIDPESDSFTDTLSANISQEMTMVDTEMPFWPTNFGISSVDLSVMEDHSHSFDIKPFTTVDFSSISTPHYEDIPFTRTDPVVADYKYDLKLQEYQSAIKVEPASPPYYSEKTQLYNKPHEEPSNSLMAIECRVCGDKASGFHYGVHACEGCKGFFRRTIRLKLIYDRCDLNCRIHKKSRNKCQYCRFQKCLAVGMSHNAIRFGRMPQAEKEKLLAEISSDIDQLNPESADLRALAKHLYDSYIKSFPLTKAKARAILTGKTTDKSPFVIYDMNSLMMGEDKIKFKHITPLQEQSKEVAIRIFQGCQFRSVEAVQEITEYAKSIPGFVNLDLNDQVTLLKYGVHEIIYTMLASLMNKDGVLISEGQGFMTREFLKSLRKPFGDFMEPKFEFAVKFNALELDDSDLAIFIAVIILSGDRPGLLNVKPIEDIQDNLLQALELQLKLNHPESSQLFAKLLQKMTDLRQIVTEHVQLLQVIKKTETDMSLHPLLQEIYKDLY
TNAP inh no acc: human TNAP enzyme inhibitors, primary screen, biochemical, luminescent, no phosphate acceptor, uHTS. purified TNAP, CDP-star luminescence, 30 min. inhibition, % at 20 µM. 0.26% of 200,000 active;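 active means tissue-nonspecific alkaline phosphatase inhibition above about 50% at 20 µM in the single-dose screen, limit read from the data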;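 further: 0% = DMSO negative control and 100% = EDTA positive control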
Target sequence (P05186 whole entry, looked up): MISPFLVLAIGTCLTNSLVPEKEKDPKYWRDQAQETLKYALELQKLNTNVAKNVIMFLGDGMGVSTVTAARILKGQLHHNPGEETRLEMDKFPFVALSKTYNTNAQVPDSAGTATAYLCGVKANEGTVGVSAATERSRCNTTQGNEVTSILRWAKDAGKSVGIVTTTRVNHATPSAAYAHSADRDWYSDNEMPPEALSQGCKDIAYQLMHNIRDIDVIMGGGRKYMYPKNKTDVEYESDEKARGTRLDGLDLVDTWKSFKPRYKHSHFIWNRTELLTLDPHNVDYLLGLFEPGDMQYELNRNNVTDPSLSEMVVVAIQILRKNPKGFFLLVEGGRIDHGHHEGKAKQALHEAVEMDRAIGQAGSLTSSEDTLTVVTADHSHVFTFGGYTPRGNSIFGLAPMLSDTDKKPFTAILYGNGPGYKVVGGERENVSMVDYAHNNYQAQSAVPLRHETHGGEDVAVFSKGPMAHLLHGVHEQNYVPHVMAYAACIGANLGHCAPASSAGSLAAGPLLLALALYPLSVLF
PPARg SRC-2 ag: agonists of PPARg-SRC-2 recruitment, primary screen, biochemical, HTS | Peroxisome proliferator-activated receptor gamma (Homo sapiens), P37231 | PPARgamma LBD-SRC-2 recruitment | activation, % at 8 µM | 0.34% of 200,000 active | AID 1032, 2008; in the data active means activation above about 22%;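 further: 0% = vehicle and 100% = reference agonist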
bIAP inhibitor: bovine intestinal alkaline phosphatase inhibitors, primary screen, selectivity assay for TNAP inhibitor project, biochemical, bovine IAP, CDP-star luminescence. purified bovine IAP, 30 min. AID 1019, 2008. alkaline phosphatase, intestinal [Bos taurus]. 190,000 tested, under 10 active. inhibition, % at 20 µM;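 active means over 50% inhibition of intestinal alkaline phosphatase at 20 µM in the single-dose screen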
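Assay system: bovine IAP enzyme; medium: DEA buffer 100 mM, pH 9.8, with MgCl2 1.0 mM, ZnCl2 0.02 mM; doses: 20 µM single dose; incubation: enzyme reaction for 30 min at room temperature; detection: CDP-star luminescence signal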
TNAP act hi DEA: TNAP activators at high phosphate acceptor level, primary screen, biochemical, luminescence, uHTS; Alkaline phosphatase, tissue-nonspecific isozyme (Homo sapiens), P05186; purified TNAP, CDP-star luminescence, 1 M DEA, 30 min; active compounds read high; 0 = EDTA background, 1 = DMSO-only activity; activation factor at 20 µM; 200,000 tested, under 10 active; AID 1136, 2008;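 active means activation factor at least 2 at 20 µM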
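Control set: EDTA negative control, DMSO positive control / Assay system: human TNAP / Quantity: TNAP 1/800 final / Evaluation: TNAP activation factor scaled between EDTA and DMSO control wells / Measured by: luminescent substrate turnover signal / Compound dosing: one dose, 20 µM / Times: 30 min enzyme reaction at room temperature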
Efa HMGR inh: inhibitors of E. faecalis class II HMGR, primary screen, biochemical, Enterococcus faecalis. HMG-CoA reductase (Enterococcus faecalis, mvaE). purified E. faecalis HMGR, NADPH absorbance 340 nm kinetic. AID 1066, 2008. inhibition, % at 10 µM. 0.41% of 190,000 active;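 active means inhibition above a set limit, the median over all tested compounds plus 3 SD, cut at about 9.5% in these data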;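 further: enzyme runs in reverse so mevalonate oxidation gives rising NADPH absorbance; 0% = complete reaction with DMSO and 100% = background rate lacking mevalonate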
bIAP act: bovine intestinal alkaline phosphatase activators, primary screen, biochemical, bovine IAP, CDP-star luminescence | AID 1016, 2008 | activation factor at 20 µM | purified bovine IAP, 30 min; active compounds read high; fold of DMSO-control signal, blank-subtracted | alkaline phosphatase, intestinal [Bos taurus] | 0.17% of 200,000 active;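 active means activation factor of 2 or more at 20 µM, a signal rise over negative controls twice the positive control's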
TNAP inh hiacc: human TNAP enzyme inhibitors, primary screen, biochemical, luminescent, high phosphate acceptor level, uHTS | AID 1135, 2008 | purified TNAP, CDP-star luminescence, 1 M DEA | 0.03% of 200,000 active | inhibition, % at 20 µM;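 active means over 50% inhibition of tissue-nonspecific alkaline phosphatase at 20 µM in the single-dose screen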;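 further: plate controls were DMSO wells for no effect and EDTA-quenched wells as full inhibition for full effect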
PPARg SRC-1 ag: PPARgamma agonists recruiting SRC-1 coactivator, primary screen, biochemical. activation, % at 8 µM. PPARgamma-SRC-1 coactivator recruitment biochemical assay. 0.41% of 200,000 active. Peroxisome proliferator-activated receptor gamma (Homo sapiens), P37231; in the data active means activation above about 19%;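 further: 0% = DMSO and 100% = reference agonist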
Numbers without * were called inactive; nt = not tested or not shown.

Molecule	SRC2 TRFRET art	PPARg SRC-3 ag	TNAP inh no acc	PPARg SRC-2 ag	bIAP inhibitor	TNAP act hi DEA	Efa HMGR inh	bIAP act	TNAP inh hiacc	PPARg SRC-1 ag
COC(=O)c1cccc(NC(=O)c2ccco2)c1	1417	6	-4	8	7	1	1	0.9	3	-8
O=C(CCC1CC(=O)Nc2ccccc21)NCc1ccccc1 (stereo not given)	1613	5	-16	4	7	1	-2	0.9	-3	-2
CCN1CCC(C(=O)NC2CCCC2)(N(Cc2cccs2)C(=O)Cn2nnc3ccccc32)CC1	nt	nt	-9	nt	-1	1	nt	1	-4	nt
CCN(CC)CCCN1CC(O)=C(c2nc3ccccc3s2)C1=N	1529	9	-19	4	-32	1	-4	1.3	-4	2
CCOC(=O)N1CCN(C(=O)c2ccc3c(SCC(=O)O)c4c(nc3c2)CCCC4)CC1	1637	13	-12	7	6	1	2	0.9	2	2
CC1=N/C(=C/c2ccc([N+](=O)[O-])cc2)C(=O)N1c1ccc(Cl)cc1Cl	1556	-1	-8	9	16	1	0	0.8	-4	-6
O=C(Nc1ccc2c(c1)OCO2)C1CCCCN1S(=O)(=O)c1ccccc1 (stereo not given)	1576	-4	-24	-2	19	1.1	1	0.8	-8	-4
CN(C)c1ccc(N=Nc2ccc(S(=O)(=O)O)cc2)c2ccccc12	1458	0	-14	0	30	0.6	-1	0.7	36	-1
C=C(C)COc1ccc(-c2nc(N)ncc2-c2ccc(OC)cc2)c(O)c1	1500	8	-4	1	18	1	-4	0.8	0	-8
C=CCC(C#Cc1ccc(C)cc1)N(CC)CC (stereo not given)	1545	4	14	7	3	1	2	1	-3	4
Cc1cc(C(=O)N[C@H](c2ccccc2)[C@@]2(C)C[C@@H]2[C@@H](C)C(=O)Nc2ccc3ccccc3c2)no1	1344	-1	-14	2	-20	1.1	25*	1.2	-7	0
COCc1nc2ccccc2n1CCCOc1ccccc1	1488	-7	-6	-5	-2	1	-5	1	0	-2
O=C1CN(C(=O)COc2ccc(Br)cc2)c2ccccc2N1	1666	1	-3	-1	-7	1	-1	1.1	0	-3
CCN(CC)CCCn1c(=S)[nH]c2cc(OC)c(OC)cc2c1=O	1634	11	-3	13	5	1	-4	0.9	1	9
CCOC(=O)CC1=CC(C)(CC(=O)OCC)C(C#N)(C#N)C(N)=C1C#N (stereo not given)	1600	9	-4	-1	2	1	0	1	-2	7
O=C(COC(=O)COc1ccccc1Cl)Nc1ccccc1OC(F)F	1603	13	-15	5	15	1.1	-3	0.9	-6	2
Cc1ccc(C)c2c1cc(C)c1nnc(SCc3ccccn3)n12	1607	19	-11	4	-4	1	-1	1	2	11
Cc1nn2c(=O)cc(COC(=O)c3ccc(S(=O)(=O)N4CCCCC4)cc3)nc2s1	1539	-3	-9	7	4	1	-2	1	-2	-2
O=C(OCc1cc2ccccc2[nH]c1=O)c1ccco1	1542	-2	-8	-2	11	1	-3	0.9	1	0
CSc1nc2nccc(-c3ccc(Cl)cc3)n2n1	1428	-13	-8	-4	14	1.1	-9	0.9	-5	-5
O=C(Nc1ccc(NC(=O)C2CCCCC2)nc1)c1ccco1	1383	8	-12	-2	6	1	-3	0.9	-2	-7
Cc1cc(C)n(-c2nc(-c3cccc(Cl)c3)cs2)n1	1652	-2	-13	4	10	1.1	-12	0.9	-11	6
COc1cccc(C(c2c(C)[nH]n(-c3ccccc3)c2=O)c2c(C)[nH]n(-c3ccccc3)c2=O)c1OC	1536	5	-42	3	4	1	5	1	-2	2
O=C(O)C1CC=CCC1C(=O)N1CC=C(c2ccccc2)CC1 (stereo not given)	1524	-1	-10	12	-7	1	1	1.1	-2	10
CCOC(=O)CN1C2=NCCN2c2ccccc21	1529	-8	-3	0	15	1	0	0.9	3	1
CN(c1cccc(NC(=O)CN(c2cccc(Cl)c2)S(=O)(=O)c2ccccc2)c1)S(C)(=O)=O	1656	7	-24	7	6	1	-9	0.9	-5	1
Cc1ccc(-n2[nH]c(C)c(/C=N/NC(=O)c3ccc([N+](=O)[O-])cc3)c2=O)c(C)c1	1585	3	-1	-5	-8	1	-6	1.1	4	-2
COCCNC(=O)CN(C(=O)CCC(=O)Nc1cc(C)on1)c1cccc(C)c1C	1648	11	-10	10	0	1.1	-3	1	-10	0
CC(C)OP(=O)(OC(C)C)C(Nc1ccccc1)c1cccc2c1OCO2 (stereo not given)	1642	2	-12	7	3	1	-3	1	-1	2
Cc1ccc(OCc2ccc(C(=O)Nc3nccs3)o2)cc1	1482	8	-16	4	7	1.1	-2	0.9	-10	1
CCCc1cc(=O)[nH]c(=S)[nH]1	1679	6	-9	17	10	1.1	-1	0.9	-5	10
COc1ccccc1CNC(=O)C1CC(c2ccccc2[N+](=O)[O-])=NO1 (stereo not given)	1672	11	-2	2	-4	1	2	1	1	0
COc1ccc(/C=C/C(=O)CC(O)(c2ccccc2)C(F)(F)F)cc1 (stereo not given)	1525	-5	-8	3	1	1	-11	1	-1	4
Cc1cc(C)n(C(=O)c2ccc([N+](=O)[O-])cc2[N+](=O)[O-])n1	1465	1	-4	-9	0	1	-6	1	0	-1
O=C(COc1ccc(Cl)cc1Cl)NC(=S)Nc1ccccc1C(=O)O	1516	4	3	4	6	1.1	-1	0.9	-7	7
Cc1cc(=O)oc2ccc(OCC(=O)N3CCC(C)CC3)cc12	1318	-7	-11	-2	5	1	2	1	-5	-7
Cc1c(O)c(S(=O)(=O)c2ccccc2)c(=O)n(-c2ccccc2)c1-c1ccccc1	1501	9	-9	8	-37	1.1	1	1.4	-8	10
O=C(CCC(=O)NCCCc1ccccc1)NCCCc1ccccc1	1444	2	-12	-7	-5	1.1	1	1.1	-7	1
CC1=CC2=NC(=O)/C(=C\c3cc(C)n(-c4ccccc4F)c3C)C(=N)N2O1	1526	-2	-5	-10	46	1	-5	0.5	-2	2
CC(C)c1nnc(N2C(=O)C(O)=C(C(=O)c3cccs3)C2c2ccccc2)s1 (stereo not given)	2400*	21	-14	31*	-8	1	4	1.1	-3	38*
O=C(OCn1nnc2ccccc2c1=O)C1CCN(S(=O)(=O)c2cccs2)CC1	1546	-4	3	-6	-1	1	-7	1	1	-1
O=C1c2ccccc2C(=O)N1CCCCCc1nc(-c2ccccc2)no1	1594	6	-5	0	9	1	-1	0.9	2	1
COc1ccc(CNC(=O)C(c2ccc(C)o2)N(C(=O)c2csnn2)c2ccc(C(C)C)cc2)cc1 (stereo not given)	1480	7	-3	7	4	1	2	1	-3	-1
COc1ccc(NC(=S)N2CCCC(c3nc4ccc(C)cc4[nH]3)C2)cc1 (stereo not given)	1638	9	-3	6	7	1	-3	0.9	0	3
COc1ccc(CNC2CCCc3ccccc32)cc1OC (stereo not given)	1610	3	4	-4	3	1	1	1	-1	-1
COc1ccc(NS(=O)(=O)c2ccc(OC)c(NC(=O)CCC3CCCC3)c2)cc1	1524	6	-1	3	12	1.1	-1	0.9	-8	5
O=[N+]([O-])c1cccc(/C=N/n2c(-c3cccnc3)n[nH]c2=S)c1	1290	-1	13	-7	29	1	0	0.7	-4	3
CCNc1nc(NCC)nc(SCCOC(=O)c2ccccc2)n1	1432	-4	-12	2	13	1	4	0.9	-4	6
CCC(=O)N1N=C(c2cccc(NS(C)(=O)=O)c2)CC1c1cccs1 (stereo not given)	1601	-4	-5	11	-1	1	0	1	1	6
O=C(CCl)Nc1cn(-c2ccccc2)nc1-c1ccccc1	1703	4	-17	19	15	1.1	-6	0.8	-5	4
CCOC(=O)C1(C(C)(C)CC)CC(CSc2nc3ccccc3[nH]2)OC1=O (stereo not given)	1559	14	4	6	14	1	-3	0.9	0	1
CCOC(=O)CNC(=O)C(CC(C)C)NC(=O)C1CCCCC1 (stereo not given)	1380	0	-7	1	9	1	0	0.9	-1	-3
O=C(COc1ccccc1/C=C\c1nc(O)c([N+](=O)[O-])c(=O)[nH]1)Nc1ccccc1	1381	3	-8	7	-7	1	-8	1.1	-5	-3
C=CCN1CN=C(NS(=O)(=O)c2ccc(NC(C)=O)cc2)NC1	1522	-1	-10	2	9	1	-3	0.9	-2	7
CC(C)Cn1c(-c2csc3c2CCCC3)n[nH]c1=S	1643	14	5	11	0	1	-10	1	3	-3
CCCCCCNC(=O)CCNS(=O)(=O)c1ccc(C)cc1	1605	1	-6	4	10	1	0	0.9	-3	-4
CNc1nc(-c2ccccc2)[n+](-c2ccc(C)cc2)s1	1516	1	-8	-6	3	0.9	-1	1	5	-4
O=C(/C=C/c1cccc([N+](=O)[O-])c1)N1CCOCC1	1468	1	-17	-3	17	1	-4	0.8	-1	0
Cc1nn(C(=O)N2CCOCC2)c(C)c1CN1C(=O)c2ccccc2C1=O	1439	6	nt	8	nt	nt	nt	nt	nt	2
CC(C)[C@@H](C(=O)NCC1CCC(C(=O)O)CC1)n1nnc2ccccc2c1=O (stereo not given in full)	1535	-5	-9	6	-6	1	-1	1.1	-2	8

(next part)
Molecule	SRC2 TRFRET art	PPARg SRC-3 ag	TNAP inh no acc	PPARg SRC-2 ag	bIAP inhibitor	TNAP act hi DEA	Efa HMGR inh	bIAP act	TNAP inh hiacc	PPARg SRC-1 ag
Cc1nc(NC2=NC(C(=O)Nc3ccc(Cl)cc3)CC(=O)N2)nc2ccccc12 (stereo not given)	1571	0	4	7	5	0.9	-11	1	8	1
CC(C)NC(=O)CCc1nnc(Cc2cccc(C(F)(F)F)c2)o1	1587	4	-6	4	0	1	-4	1	0	1
O=C(NCc1ccco1)c1cc2sccc2n1Cc1ccc(F)cc1	1524	8	-7	1	39	1	2	0.6	2	1
COc1ccccc1C(=O)Oc1cc(N)n(S(=O)(=O)c2ccccc2)n1	1698	2	-1	7	0	1	-6	1	0	-10
COc1ccc(C(=O)Nc2cc(OC)cc(OC)c2)cc1	1570	9	-14	10	2	1.1	-2	1	-5	5

Structures shown so far that contain a CF3 group (two):
Molecule	SRC2 TRFRET art	PPARg SRC-3 ag	TNAP inh no acc	PPARg SRC-2 ag	bIAP inhibitor	TNAP act hi DEA	Efa HMGR inh	bIAP act	TNAP inh hiacc	PPARg SRC-1 ag
COc1ccc(/C=C/C(=O)CC(O)(c2ccccc2)C(F)(F)F)cc1 (stereo not given)	1525	-5	-8	3	1	1	-11	1	-1	4
CC(C)NC(=O)CCc1nnc(Cc2cccc(C(F)(F)F)c2)o1	1587	4	-6	4	0	1	-4	1	0	1

Compound activity deposited in PubChem by several laboratories.
